Compound activity (PubChem)
GRP78 ERSR act: qHTS for Inducers of the Endoplasmic Reticulum Stress Response (ERSR) in Human Glioma: qHTS; U87-MG GRP78 promoter luciferase reporter, 16 h; Potency, µM, for inactives: top-dose activation, usual class: activators; 0.02% of 420,000 active; AID 602332, 2012; also: potency is read from the fitted curve at half-maximal effect; series mostly up to about 76 µM; % of control where 0% means no effect; nearly all actives have a fitted effect of over 35% in size
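ERSR induction read as luciferase luminescence (Bright-Glo, 10 min at room temperature) in stably transfected human U87-MG glioma cells exposed to compounds for 16 h, using GRP78 as sensor.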
Pol eta inh: qHTS for Inhibitors of Polymerase Eta; Potency, µM (highest dose often 114 µM), for inactives: top-dose activity change, negative = inhibition, most hits filed as inhibitors; DNA polymerase eta (Homo sapiens), Q9Y253; 1.2% of 390,000 active; AID 588591, 2011; recombinant Pol eta, fluorescent DNA replication assay; also: potency is read from the fitted curve at half-maximal effect; % is scaled to controls: 0 for no effect and ±100 for the full control effect
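Fluorescent replication assay: 50 nM final substrate added after a 15 min room-temperature compound preincubation with 10 nM enzyme. Signal taken at 0 min and again at 10 min.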
APEX1 inh: qHTS Assay for Inhibitors of the Human Apurinic/apyrimidinic Endonuclease 1 (APE1) | DNA repair nuclease/redox regulator APEX1 (Homo sapiens), P27695 | recombinant APE1, TAMRA/BHQ-2 abasic DNA cleavage fluorescence | Potency, µM (series often up to 65.8 µM), for inactives: top-dose activity change, negative = inhibition, usual class: inhibitors | 0.35% of 350,000 active | AID 2517, 2012;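 also: potency is read from the fitted curve at half-maximal effect; plate controls were vehicle for no effect and reference inhibitor for full effect; nearly all actives have a fitted effect of over 55% in size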
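Activity was derived from the fluorescence gain between first and third kinetic reads (60 s intervals, ex 525/em 598 nm) after 50 nM THF-abasic TAMRA/BHQ-2 duplex was added to 0.75 nM APE1 preincubated 15 min with compound.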
Pol beta inh: qHTS Assay for Inhibitors of DNA Polymerase Beta; Pol beta primer extension/strand displacement, fluorescence kinetic; 1.3% of 340,000 active; AID 485314, 2010; P06746; Potency, µM (highest dose often 114 µM), without a hit: top-dose activity change, negative = inhibition, actives largely listed as inhibitors; also: potency is read from the fitted curve at half-maximal effect; % is scaled to controls: 0 for no effect and ±100 for the full control effect
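10 nM enzyme + cpd, 15 min RT; start with substrate 50 nM final; read 0 min and after 10 min RT. Corrected, normalized data; 4-parameter Hill curve fit.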
LDHA inh: qHTS assay for inhibitors of human lactate dehydrogenase; L-lactate dehydrogenase A chain (Homo sapiens), P00338; purified LDHA, NADH/diaphorase-resazurin fluorescence; hits give low values; activity change, % (values are at about 110 or 230 µM); 0.15% of 480,000 active; AID 1347041, 2019; in the data active = activity change below about -30%; inconclusive = mostly about -25% to -30%;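 also: plate controls were DMSO wells for no effect and wells without enzyme for full effect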
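Human LDH5 (2 nM) was incubated with 0.06 mM NADH and 0.2 mM pyruvate for 5 min at room temperature in Tris pH 7.4. Remaining NADH was coupled through diaphorase/resazurin, and resorufin fluorescence was read at 0 and 20 min.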
POLK inh: qHTS for Inhibitors of Polymerase Kappa; DNA polymerase kappa (Homo sapiens), Q9UBT6; purified Pol kappa, fluorescent DNA synthesis assay, 10 min; Potency, µM (doses to about 107 µM), inactives show at the top dose activity, negative = inhibition, actives largely listed as inhibitors; 0.53% of 400,000 active; AID 588579, 2011; also: potency is read from the fitted curve at half-maximal effect; % is scaled to controls: 0 for no effect and ±100 for the full control effect
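Here, compound and 10 nM enzyme are combined for 15 min at room temperature; adding 50 nM substrate (final) starts DNA synthesis, tracked by fluorescence at 0 and 10 min against buffer-only wells.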
Anesthetic bind: qHTS Assay for Identification of Novel General Anesthetics. apoferritin/1-aminoanthracene competitive binding, fluorescence. Potency, µM (top dose mostly 77.5 µM), without a hit: top-dose activity change, negative = displacement, actives largely listed as inhibitors. 0.074% of 350,000 active; also: potency is read from the fitted curve at half-maximal effect; % is scaled to controls: 0 for no effect and ±100 for the full control effect; nearly all actives have a fitted effect of over 20% in size
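Probe: 1-aminoanthracene (50% saturated, PBS). Protein: horse-spleen apoferritin, 10 uM. Incubation: 10 min, room temperature. Detection: 380 nm excitation, 535 nm emission. Analysis: normalized response, four-parameter Hill.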
POLI inh: qHTS for Inhibitors of Polymerase Iota; DNA polymerase iota (Homo sapiens), Q9UNA4; Pol iota fluorescent replication assay, 10 min; Potency, µM (top dose mostly 115 µM), for the others: at the highest dose activity, negative = inhibition, actives largely listed as inhibitors; 1% of 390,000 active; AID 588590, 2011; also: potency is read from the fitted curve at half-maximal effect
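Pol iota at 10 nM preincubated 15 min with compounds at room temperature; reaction started with fluorescent substrate, 50 nM final. Fluorescence read kinetically at 0 and 10 min; buffer-only wells as negative control.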
BLM helicase inh: qHTS Assay for Inhibitors of Bloom's syndrome helicase (BLM) | RecQ-like DNA helicase BLM (Homo sapiens), P54132 | recombinant BLM DNA unwinding, fluorescence dequenching | Potency, µM (titrated, usually from 56.1 µM), inactives show at the highest dose activity change, negative = inhibition, actives largely listed as inhibitors | 0.2% of 350,000 active;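 also: potency is read from the fitted curve at half-maximal effect; plate controls were vehicle for no effect and no enzyme for full effect; nearly all actives have a fitted effect of over 35% in size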
Starred values were filed as active, the others as inactive; ? = inconclusive; . = no result given; & = joins results of further samples; [ ] = another dose, or the depositor's remark. Unless noted, calls follow the shape of the dose curve; as a rule, active = well fitted curve in the direction sought with a large enough effect; inconclusive = small, poorly fitted or top-dose-only effect, or another doubt; inactive = no such curve, though single readings can be large; an effect the other way counts as inactive or inconclusive. This is a subset; count on the stated rates, not on these rows.

A first look, 4 compounds:
No. | smiles | GRP78 ERSR act | Pol eta inh | APEX1 inh | Pol beta inh | LDHA inh
1 | O=C(Nc1ccc(S(=O)(=O)N2CCOCC2)cc1)c1cccc(Br)c1 | -4% | -5% | 13% | 5% | -1
2 | Cc1cc(C)nc(N2CCCC(CCC(=O)NCc3ccc(F)c(F)c3)C2)n1 (stereo unspecified) | -5% | -7% | 4% | 26% | -7
3 | Cc1ccc(-n2c(C)nn(CC#N)c2=O)cc1 | -8% | -14% | -5% | ? | -4
4 | Cc1ccccc1Cc1c(C)nc2ncnn2c1C | -3% | -11% | 4% | 27% | -7

No. | POLK inh | Anesthetic bind | POLI inh | BLM helicase inh
1 | -3% | ? | 82%[activator] | -4%
2 | -13% | -6% | 106%[activator] | -4%
3 | 2% | -5% | 68%[activator] | -7%
4 | -2% | -19% | 10% | -1%

Results, from the first entry:
No. | smiles | GRP78 ERSR act | Pol eta inh | APEX1 inh | Pol beta inh | LDHA inh
1 | O=C(Nc1ccc(S(=O)(=O)N2CCOCC2)cc1)c1cccc(Br)c1 | -4% | -5% | 13% | 5% | -1
2 | Cc1cc(C)nc(N2CCCC(CCC(=O)NCc3ccc(F)c(F)c3)C2)n1 (stereo unspecified) | -5% | -7% | 4% | 26% | -7
3 | Cc1ccc(-n2c(C)nn(CC#N)c2=O)cc1 | -8% | -14% | -5% | ? | -4
4 | Cc1ccccc1Cc1c(C)nc2ncnn2c1C | -3% | -11% | 4% | 27% | -7
5 | Fc1ccc([C@H]2CCNC[C@H]2COc2ccc3c(c2)OCO3)cc1 | -8% | . | ? | . | .
6 | CN(CCO)CCC(=O)NC1(C)CS(=O)(=O)CC1S(=O)(=O)O (stereo unspecified) | 0% | 2% | 18% | 45% | -9
7 | Cc1cc(NC(=O)CSc2nc3c(cc2C#N)CCCCC3)no1 | 6% | -13% | 2% | 4% | 4
8 | CCc1cccc(C)c1Nc1c(-c2ccc(N3CCOCC3)cc2)nc2ncccn12 | -3% | -22% | . | 0% | -1
9 | COCC(C)NC(=O)c1cnn2c(C(F)F)cc(-c3ccccc3)nc12 (stereo unspecified) | -3% | -5% | . | 1% | -4
10 | Cc1ccc(-c2nc3cccnc3s2)cc1NC(=O)Cc1ccccc1 | 0% | -12% | . | 15% | -2
11 | COc1cc(Cl)c(C)cc1NC(=O)Cn1c2ncccc2c(=O)n1-c1ccccc1 | -2% | -13% | . | 5% | -4
12 | Cc1cccc(NC(=O)C2CCCN(S(=O)(=O)c3c(C)[nH]c(=O)[nH]c3=O)C2)c1C (stereo unspecified) | -2% | -9% | . | 8% | -6
13 | Cc1ccccc1NC(=O)CSc1nc(N)c2c3c(sc2n1)CSC(C)(C)C3 | -1% | -25% | -2% | 8% | -4
14 | COc1ccc(S(=O)(=O)N2CCCC2)cc1C(C)C | -4% | -7% | -4% | 22% | -5
15 | FC(F)Oc1ccc(NC(=S)NCc2ccccc2)cc1Cl | -1% | -14% | 0% | 3% | 5

No. | POLK inh | Anesthetic bind | POLI inh | BLM helicase inh
1 | -3% | ? | 82%[activator] | -4%
2 | -13% | -6% | 106%[activator] | -4%
3 | 2% | -5% | 68%[activator] | -7%
4 | -2% | -19% | 10% | -1%
5 | -6%[19.4 µM] | . | . | 0%
6 | -8% | -3% | -17% | -1%
7 | 9% | -4% | -7% | -2%
8 | -23% | -9% | 0% | -8%
9 | 2% | -3% | -1% | -1%
10 | -15% | 42%[activator] | -2% | -13%
11 | -23% | -5% | 31%[activator] | -3%
12 | 0% | 3% | -10% | 2%
13 | -27% | -1% | ? | -6%
14 | -9% | -19% | 24% | -3%
15 | -12% | -17% | -2% | -6%

A few values from the list:
Result for #7 in POLI inh: -7%
Result for #4 in POLK inh: -2%
Result for #12 in BLM helicase inh: 2%
Result for #9 in POLK inh: 2%
Result for #8 in LDHA inh: -1

Remaining list, next part
No. | smiles | GRP78 ERSR act | Pol eta inh | APEX1 inh | Pol beta inh | LDHA inh
16 | CCOc1ccc(CNC(=O)C2CCN(S(=O)(=O)c3ccc4c(ccn4C)c3)CC2)cc1 | -3% | -13% | . | 0% | 0
17 | O=C(Oc1ccc2c3c(c(=O)oc2c1)CCCC3)c1ccco1 | -5% | -9% | -12% | ? | 1
18 | CC1CCCN(C(=O)CN(C)S(=O)(=O)c2ccc3c(c2)c(=O)n(C)c(=O)n3C)C1 (stereo unspecified) | -1% | 7% | -12% | 7% | -3
19 | CCc1nnc(SCC(=O)NCCC2=CCCCC2)nc1CC | -6% | 1% | 13% | 29% | -2
20 | CCc1ccc(NC(=O)CCS(=O)(=O)c2ccc3c(c2)oc(=O)n3C)cc1 | -3% | -12% | . | 24% | 3&-8
21 | O=C(CSc1cccc2cccnc12)OCC(=O)c1ccccc1 | 4% | 9% | -2% | 24% | 10
22 | CCN(CC)c1cc(C)c2cc(NC(=O)/C=C/c3ccccc3Cl)ccc2n1 | -8% | -20% | . | 14% | -1
23 | CS(=O)(=O)c1nc(-c2ccco2)cc(C(F)(F)F)n1 | . | . | 7% | 15% | .
24 | O=C(CSc1ccc2nnc(-c3cccnc3)n2n1)NCc1ccc2c(c1)OCO2 | 0% | -4% | 1% | -2% | -11
25 | COc1c(-c2ccc([N+](=O)[O-])cc2[N+](=O)[O-])c(=O)n(C)c(=O)n1C | 2% | -8% | 12% | 12% | 5
26 | CCCNC(=O)c1ccc2c(=O)c(O)c(-c3ccsc3)[nH]c2c1 | -2% | -11% | -5% | -12% | 1
27 | O=[N+]([O-])c1cc(S(=O)(=O)C(F)(F)F)ccc1Sc1nc2ccccc2s1 | -17% | -9% | 0% | 29% | -3
28 | COc1cc(CN2CCN(C(O)(c3ccccc3)c3ccccc3)CC2)cc(OC)c1OC | -4% | -15% | 1% | 27% | -2
29 | COc1ccc(CCNC(=O)Cn2c(=O)n(-c3ccccc3)c(=O)c3c(C)c(C)sc32)cc1OC | . | . | . | 26% | -15
30 | C=C(C)CC1Nc2ccccc2NC1CC(=C)C (stereo unspecified) | 0% | 2% | 0% | 3% | 11

No. | POLK inh | Anesthetic bind | POLI inh | BLM helicase inh
16 | -8%[60.1 µM] | 56%[activator] | 27% | -2%
17 | 1% | 2% | -1% | 1%
18 | -10% | -10% | -10% | 1%
19 | -1% | ? | 5% | -3%
20 | 10% | 4% | 12% | 2%
21 | -20% | ? | 8% | -3%
22 | 3% | -13% | 7% | -2%
23 | . | -13% | . | -4%
24 | -11% | -8% | -6% | 5%
25 | 15% | -10% | 24% | -7%
26 | -8% | 662%[activator] | 5% | -14%
27 | -4% | -18% | 7% | -19%
28 | 5% | -7% | -15% | -1%
29 | 0% | -13% | 19% | -12%
30 | -13% | -9% | -5% | -1%

More compounds follow:
No. | smiles | GRP78 ERSR act | Pol eta inh | APEX1 inh | Pol beta inh | LDHA inh
31 | N#CCCN1CCn2c1nc1ccccc12 | -4% | -15% | -3% | ? | -5
32 | COc1cc(NS(=O)(=O)c2ccc(NC(C)=O)cc2)nc(OC)n1 | -6% | -13% | 0% | 1% | -2
33 | Cc1cccc(Nc2ccc(C(=O)N3CCOCC3)cn2)c1 | 6% | -18% | -12% | 39% | -11
34 | COC(=O)c1c(-c2ccc(Cl)cc2)noc1N1CCN(c2ccc(OC)cc2)CC1 | -3% | -21% | . | 3% | -5
35 | CC(C)NC(=O)c1ccc2c(c1)nc1n2CCCCC1 | -3% | 12% | . | 2% | -4
36 | Cc1cnn(CCC(=O)NNC(=S)Nc2cccc(Cl)c2)c1 | 1% | -7% | 7% | 6% | 0
37 | COC(=O)c1ccc(NC(=O)CCc2c(C)nc3ncnn3c2C)cc1 | -3% | 9% | -5% | 22% | 2
38 | Cc1nnc(NC(=O)CSc2nnc(Cc3cccn3C)n2-c2cccc(C(F)(F)F)c2)s1 | -2% | 1% | -4% | -3% | -4
39 | Cc1cc(C)cc(Oc2nc3c(C)cccn3c(=O)c2/C=C(\C#N)c2nc3ccccc3s2)c1 | -7% | -5% | . | ? | -8
40 | CCc1cc(C(c2cccc(OC)c2)N2CCOCC2)c(NC(=O)c2ccccc2)s1 (stereo unspecified) | 5% | -18% | -8% | -1% | -2
41 | O=C(Nc1ccccc1)Nc1cnccn1 | 6% | 10% | 53%[activator] | 14% | -5
42 | Cc1ccc(S(=O)(=O)NCCC(=O)N(C)Cc2cccs2)cc1 | -4% | -9% | 4% | . | -3
43 | CN(Cc1ccco1)c1ncncc1-c1ccccc1C(F)(F)F | -3% | . | 12% | . | .
44 | CC(C)OC(=O)c1cc2ccccc2[nH]1 | -1% | -20% | 11% | -15% | 1
45 | COc1ccc(Cl)cc1NC(=O)CNCC(c1ccccc1)N(C)C (stereo unspecified) | -2% | -13% | -13% | -3% | ?
46 | Cn1cccc1C(=O)OCC(=O)NCCCc1ccccc1 | 13% | -22% | -6% | . | -2
47 | Cc1ccc(S(=O)(=O)Nc2cccc(C(=O)NCC(c3ccc(F)cc3)N3CCOCC3)c2)cc1 (stereo unspecified) | 2% | -7% | 5% | . | -1

No. | POLK inh | Anesthetic bind | POLI inh | BLM helicase inh
31 | -17% | -17% | 6% | -2%
32 | 11% | -10% | ? | -2%
33 | 5% | -6% | 8% | -2%
34 | -8%[60.1 µM] | -12% | 6% | -2%
35 | -7%[60.1 µM] | 230%[activator] | -8% | -2%
36 | -2% | -7% | -1% | 0%
37 | -22% | -10% | 13% | 1%
38 | -14% | -5% | ? | -2%
39 | -25% | -13% | ? | -2%
40 | -6% | 79%[activator] | ? | -11%
41 | 8% | -2% | -10% | -1%
42 | 2% | . | 14% | .
43 | -3%[60.1 µM] | . | . | 3%
44 | -18% | -4% | 10% | -14%
45 | -12% | -4% | 56%[activator] | 0%
46 | -8% | . | 59%[activator] | .
47 | -4% | . | 19% | .
